FBPA Giardia inh = Giardia lamblia aldolase inhibition | A8B2U2 | purified Giardia FBPA | Potency, µM (series often up to 59.6 µM), inactives show top-dose activity, negative = inhibition, usual class: inhibitors | actives 0.71% (n = 290,000); further: potency means the concentration at half of the fitted maximal effect; on the % scale 0 is the no-effect control and ±100 the full control effect; nearly all actives have a fitted effect of over 55% in size
Target sequence (A8B2U2 whole entry, looked up): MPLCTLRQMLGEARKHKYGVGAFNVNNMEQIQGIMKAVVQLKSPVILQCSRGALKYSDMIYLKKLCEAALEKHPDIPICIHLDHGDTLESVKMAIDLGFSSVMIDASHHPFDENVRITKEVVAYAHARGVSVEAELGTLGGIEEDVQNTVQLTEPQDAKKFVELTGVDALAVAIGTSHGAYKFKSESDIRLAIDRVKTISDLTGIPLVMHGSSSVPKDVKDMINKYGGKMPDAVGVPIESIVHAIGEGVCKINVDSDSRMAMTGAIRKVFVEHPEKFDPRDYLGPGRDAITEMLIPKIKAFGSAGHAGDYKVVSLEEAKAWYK
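40 nM FBPA preincubated 10 min at RT with compound (up to 57.5 uM final), then substrate plus GAPDH/TPI/NAD/arsenate coupling and diaphorase/resazurin added. Fluorescence read after 20 min at RT, 525/598 nm.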
Pf growth 96h = inhibits malaria parasite growth, 96 h | P. falciparum luciferase reporter growth, 96 h | Potency, µM (top dose mostly 28.7 µM), without a hit: top-dose activity change, negative = inhibition, actives largely listed as inhibitors | actives 6.9% (n = 320,000) | AID 504834; further: potency means the concentration at half of the fitted maximal effect; on the % scale 0 is the no-effect control and ±100 the full control effect
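Infected RBCs, 2% Hct / 0.05% parasitemia final; luciferase-reporter P. falciparum; cpd 96 h, 37 C, 5% CO2; luciferase detection reagent; luminescence.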
CHX counter = counter-screen hit for Shiga toxin inhibitors, cycloheximide. cell reporter, cycloheximide protein synthesis inhibition counterscreen. max response, %. actives 12% (n = 300,000). AID 2314; in the data active means max response mostly above about 13%, no sharp cut-off; inactive means mostly below about 14%; further: read at 38.3 µM for the half of the compounds with a filed dose; 0% is about no effect
Pf growth 48h = inhibits P. falciparum growth in the first generation, 48 h | P. falciparum luciferase growth in erythrocytes, 48 h | Potency, µM (doses to about 28.7 µM), for inactives: at the top dose activity change, negative = inhibition, hits mostly inhibitors | actives 5.9% (n = 310,000); further: potency means the concentration at half of the fitted maximal effect; on the % scale 0 is the no-effect control and ±100 the full control effect
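Cell-based growth assay: transgenic P. falciparum expressing firefly luciferase, cultured in red cells within RPMI 1640 containing 0.5% w/v Albumax, 24 mM bicarbonate and gentamycin. A drop in luciferase activity indicates inhibition.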
Shiga inhibitor = inhibitors of Shiga toxin in Vero cells | Vero cells, Shiga toxin protein synthesis inhibition reporter | AID 2315 | actives 9.2% (n = 290,000) | inhibition, % at 38.7 µM; in the data active means inhibition mostly above about 28%, no sharp cut-off; inactive means mostly below about 43%; further: 0% is about no effect
HCV inhibitor = inhibitors of hepatitis C virus infection; Huh7.5.1 HCVcc-Cre infection, luciferase reporter, 44 h; Potency, µM (highest dose often 41.8 µM), without a hit: at the top dose activity change, negative = inhibition, actives largely listed as inhibitors; actives 3.4% (n = 340,000); AID 651820; further: potency means the concentration at half of the fitted maximal effect; on the % scale 0 is the no-effect control and ±100 the full control effect
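HCVcc-Cre virus at an moi near 0.5 was added right after compound to cells cultured 4 h from seeding (1,000 cells/well). Luciferase activity was determined 44 h later, 15 min after substrate addition at RT.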
Numbers without * were called inactive; ? = inconclusive; . = not tested or not shown; & = joins results of further samples; ! = not active in a repeat; [ ] = remark or other dose. Unless noted, the call rests on the fitted dose curve; in most records, active means well fitted curve in the direction sought with a large enough effect; inconclusive means small, poorly fitted or top-dose-only effect, or another doubt; inactive means no such curve, though single readings can be large; an effect the other way counts as inactive or inconclusive.

SMILES	FBPA Giardia inh	Pf growth 96h	CHX counter	Pf growth 48h	Shiga inhibitor	HCV inhibitor
NS(=O)(=O)c1ccc(NC(=O)C2COc3ccccc3O2)cc1 (configuration not stated)	3%	2%	-1	11%	34	-8%
Cc1ccc([C@@H]2[C@@H]3C(=O)N(C)C(=O)[C@@H]3[C@]3(C)C(=O)N(Cc4ccccc4)CC(=O)N23)o1	-6%	?	-1	?	-1	-14%
COC(=O)C(O)(c1c(C)[nH]n(-c2ccccc2)c1=O)C(F)(F)F (configuration not stated)	-12%	?	12	44%[activator]	3	7%
Cc1ccnc(NC(=O)CCNC(=O)c2ccc(Cl)cc2)c1	.	?	-1	-8%	-14	19%
Cc1ccc(C)n1-c1cccc(N)c1	?	-12%	-8	0%	-4	.
O=C(/C=C/c1ccccc1)N/C(=C\c1ccco1)C(=O)O	6%	10%	-2	64%[activator]	-3	-13%
CSCCC(NC(=O)c1cc(S(=O)(=O)N2CCOCC2)ccc1F)c1nc2ccccc2[nH]1 (configuration not stated)	.	?	.	?	.	-11%
CC1CCC(C(C)C)C(OC(=O)C[n+]2cc(-c3ccc(Cl)cc3)n3c2CCC3)C1 (configuration not stated)	0%	?	-4	?	9	-15%
Cc1ccc2[nH]c3c(NCCCN4CCCC4=O)ncnc3c2c1	-7%	?	31*	?	71*	14%
S=c1[nH]nc(-c2ccco2)n1-c1ccc(Cl)cc1	1%	30%	-1	15%	-3	13%
O=C(NCc1ccccc1CN1CCCC1)c1ccc(Cl)c(S(=O)(=O)N2CCCC2)c1	.	12µM*	.	13µM*	.	13µM*
Cc1ccc(N2C(=O)N(CC(=O)Nc3cccc([N+](=O)[O-])c3C)C(=O)C2C)cc1 (configuration not stated)	.	2%	.	10%	.	?
CC1=C(C(N)=O)C(c2ccc3c(c2)OCO3)n2nc(-c3cccc(C)c3)nc2N1 (configuration not stated)	8%	?	-2	-12%	-6	8%
COCCNc1nc(SCC(=O)N2CCN(c3ccccc3OC)CC2)nc2ccccc12	2%	26%	-6	?	0	10µM*
CCCN1CCC[C@@H]2Cc3cn[nH]c3C[C@H]21	-10%	.	1	.	-9	.
COc1ccc(-c2csc(Nc3cc(C)ccn3)n2)cc1C	-3%	-18%	62*	?	120*	13µM*
CSc1nnc(CSc2cc(C)nc(N(C)C)n2)o1	9%	-21%	12	10%	2	-29%
COC(=O)CCCCC1SCC(NC(=O)c2ccccc2)C1OC(C)=O (configuration not stated)	2%	-18%	-2	-7%	9	10%
CSc1ccccc1C(=O)NC1CCCCC1	2%	.	-2	13%	-10	1%
C(=N\N1CCOCC1)/c1cn(-c2ccccc2)nc1-c1ccccc1	-1%	32%[activator]	22*	9%	35	-19%
COc1cccc(-c2nn3c(-c4cccc(C)c4)nnc3s2)c1	7%	.	-2	0%	25	-18%
CN1C(=O)C(CC(=O)Nc2ccccc2F)N(NC(=O)c2ccc(Br)cc2)C1=S (configuration not stated)	?	16%	-5	?	-13	1%
COCc1c(C(=O)OCc2nc(N)nc(Nc3ccccc3C)n2)oc2ccccc12	-5%	?	1	?	21	?
O=C(Cn1nc(C(F)(F)F)c2c1CCCC2)Nc1ccc2c(c1)OCO2	0%	?	1	16%	-5	?
COc1cccc(/C=N/Nc2ncnc(N)c2[N+](=O)[O-])c1OC	-6%	.	35*	175%[activator]	73*	-12%

Next part
SMILES	FBPA Giardia inh	Pf growth 96h	CHX counter	Pf growth 48h	Shiga inhibitor	HCV inhibitor
COc1ccc(CNC(=O)CN2C(=O)NC3(CCCCCC3)C2=O)cc1OC	4%	0%	1	0%	-16	-4%
COc1cccc2c(=O)c3ccccc3oc12	1%&-3%	12%	55*!	123%[activator]	67*	-23%[8.37 µM]
O=C(NCc1ccco1)c1cc(-c2cccc(Cl)c2)on1	12%	38%[activator]	33*	21%	38*	3%
Cc1ccc2nc(C)c3c(c2c1)N(c1ccccc1)CC3	8%	6.6µM*	-2	5.9µM*	-20	?
O=C(C(NS(=O)(=O)c1cccc2nsnc12)c1ccccc1)N1CCN(c2ccccc2)CC1 (configuration not stated)	-13%	-3%	4	.	10	?
C[C@H]1CC[C@@H]2[C@@H](C)[C@H]3[C@H](C[C@H]4[C@@H]5CC=C6C[C@@H](O[C@@H]7O[C@H](CO)[C@H](O)[C@H](O[C@@H]8O[C@H](CO)[C@@H](O)[C@H](O)[C@H]8O)[C@H]7O[C@@H]7O[C@@H](C)[C@H](O)[C@@H](O)[C@H]7O)CC[C@]6(C)[C@H]5CC[C@]34C)N2C1	-8%	-10%	-6	-3%	-13	?
CCOC(=O)Cc1csc(NC(=O)CCSc2ccccc2)n1	-1%	-15%	10	-18%	-11	-3%
CC(Oc1ccc(Cl)cc1Cl)C(=O)NCCCCc1ccccc1 (configuration not stated)	-2%	32%[activator]	-3	6%	12	4%
CC1=CC(C)(C)N(C(=O)CSc2nnc(-c3ccccc3)o2)c2ccc(C)cc21	-4%	13µM*	10	?	6	11µM*
COc1ccc(-c2ccc(SCC(=O)NCc3ccco3)nn2)cc1	-4%	1%	17*	47%[activator]	57*	9%
CCCc1cc(=O)[nH]c2nnc(SCC(=O)Nc3ccc4c(c3)OCCO4)n12	.	41%[activator]	.	21%	.	32%[activator]
Cc1ccc(S(=O)(=O)N2CCN(c3nc(CN4CCCC4)nc4sc(C)c(C)c34)CC2)cc1	.	?	.	4.7µM*	.	?
COc1ccc(C(=O)c2nc3ccccc3n2C(C)C)cc1OC	-2%	3%	8	-10%	-7	-14%
N#Cc1c(NC(=O)CSc2n[nH]c(Cc3ccccc3)n2)oc(-c2ccccc2)c1-c1ccccc1	-10%	-24%	-1	-2%	1	-1%
O=C(O)CN1CCN(Cc2ccc(Cl)cc2)C1=O	0%	0%	-1	7%	-13	-12%[0.335 µM]
CN(Cc1ccccc1)C(=O)c1cn(C)c2ccc(S(=O)(=O)N3CCCC3)cc2c1=O	.	?	15	-28%	0	6%
Cc1cccc(C)c1NC(=O)C1(NC(=O)c2cnccn2)CCCCC1	-1%	114%[activator]	-3	.	-5	-1%
O=C(N=c1ccn(-c2nc3ccccc3nc2NS(=O)(=O)c2ccc(Cl)cc2)cc1)c1cccs1	7%	13%	-1	-4%	2	-13%
Cc1ccccc1-c1nc(S(=O)(=O)c2ccc(Br)cc2)c(NCc2cccnc2)o1	-2%	.	8	13µM*	17	11µM*
COc1ccc(C2=NOC(C(=O)Nc3cc(C)nn3-c3ccccc3)C2)cc1OC (configuration not stated)	-2%	-17%	-2	.	-9	-9%
CC(NC(=O)C(=O)N1CCCCC1)C(c1cccs1)N1CCN(c2ccccc2)CC1 (configuration not stated)	20%	?	-2	?	-12	3%
COc1ccc(CCNC(=O)CC2SC(N)=NC2=O)cc1OC (configuration not stated)	-1%	14%	-2	-11%	9	3%
NC(=O)C1(C(N)=O)OC1c1ccc(Cl)c(Cl)c1 (configuration not stated)	0%	-1%	-1	2%	-11	-1%
Cc1[nH]nc(NNC(=O)c2ccccc2)c1[N+](=O)[O-]	-6%	27%	-1	20%	22	25%
O=C(NC(=S)Nc1ccc(N2CCOCC2)cc1)c1ccccc1	-17%	33%[activator]	16	216%[activator]	42	7%

Two entries from above, as a markdown table.
| SMILES | FBPA Giardia inh | Pf growth 96h | CHX counter | Pf growth 48h | Shiga inhibitor | HCV inhibitor |
| --- | --- | --- | --- | --- | --- | --- |
| COc1ccc(CNC(=O)CN2C(=O)NC3(CCCCCC3)C2=O)cc1OC | 4% | 0% | 1 | 0% | -16 | -4% |
| Cc1ccc(S(=O)(=O)N2CCN(c3nc(CN4CCCC4)nc4sc(C)c(C)c34)CC2)cc1 | . | ? | . | 4.7µM* | . | ? |

Next part
SMILES	FBPA Giardia inh	Pf growth 96h	CHX counter	Pf growth 48h	Shiga inhibitor	HCV inhibitor
C#CC(CC)(CC)NC(=O)c1cc(S(=O)(=O)N2CCCCC2)ccc1N1CCOCC1	.	?	.	?	.	-8%
O=C(CCc1nc2ccccc2s1)OCC(=O)c1ccc[nH]1	-1%	0%	-3	24%	6	9%
CCOC(=O)NN=C1CCC(c2ccccc2)CC1 (configuration not stated)	1%	?	9.8*	21%	10	10%
Cc1ccc(C(=O)CSc2nnc(COc3ccccc3)o2)cc1	-1%	?	-1	11%	-6	6%
O=C(Nc1ccc2nc3n(c(=O)c2c1)CCCC3)c1cccc([N+](=O)[O-])c1	-2%	?	9	11%	36	?
Cc1nc(-c2ccc(S(=O)(=O)NCc3ccccn3)s2)cs1	-18%	-2%	7	29%	14	-19%
COc1ccc(-c2nc(CS(=O)(=O)CC(=O)NCc3cccc(Br)c3)c(C)o2)cc1	-8%	0%	6	4%	4	8%
CN(C)S(=O)(=O)c1ccc(NC(=O)c2cc(-c3cccs3)nc3ccccc23)cc1	-5%	?	-6	?	-2	?
Clc1cccc(Cl)c1CSc1nnc(-c2sccc2-n2cccc2)o1	1%	?	20*	?	95*	?
COc1cc(C(=O)OCC(=O)Nc2c(F)cccc2F)cc(OC)c1C	1%	24%	-4	8%	7	-21%
NC(=O)[C@@H]1CCCN1Cc1nc(-c2ccccc2)no1	5%	?	-1	22%	7	-1%
CCOC(=O)CSc1nnc(Cc2ccccc2)n1-c1cccc(Cl)c1	.	?	-1	5%	-25	9%
CC(C)N(Cc1nccn1C)C(=O)c1cc(COc2ccc3ncccc3c2)on1	1%	?	1	-1%	-1	?
Cc1cccnc1NC(=O)CCNC(=O)c1ccc(Br)cc1	.	-15%	-2	10%	-6	4%
Cc1ccc(C)c(/C(O)=C2\C(=O)C(=O)N(CCCn3ccnc3)C2c2ccncc2)c1 (configuration not stated)	-25%	-13%	-6	?	6	1%
COc1ccccc1C(=O)Nc1ccnn1C1CCN(CC2CC=CCC2)CC1 (configuration not stated)	1%	?	-2	19%	-12	5%
Cc1ccc(N(CC(=O)N2CCn3c2nc2ccccc23)S(=O)(=O)c2c(C)n[nH]c2C)cc1	-1%	-7%	-2	?	20	22%
CCOC(=O)CCCNC(=O)CCNC(=O)c1ccc(OCCC(C)C)cc1	3%	-7%	0	-24%	-14	-26%
CCOC(=O)c1c(C)[nH]c(C)c1S(=O)(=O)N1CCC(c2ccccc2)C1 (configuration not stated)	.	?	-4	-15%	-1	-3%
COCCNC(=O)C(C)Oc1ccccc1 (configuration not stated)	7%	6%	2	22%	30	8%
Cc1ccc(NC2=NC3(CCCC3)N=C(N)N2)c(C)c1	0%	204%[activator]	-3	?	-7	7%
COC(=O)c1ccccc1-n1cccc1C(=O)NP(=O)(N1CCOCC1)N1CCOCC1	4%	96%[activator]	-4	8%	-7	1%
c1ccc(CNc2nc(N3CCOCC3)nc(N3CCOCC3)n2)cc1	5%	-16%	1	?	-7	?
CCc1ccc(N(CC(=O)NC(C)(C)CC)C(=O)CCC(=O)Nc2nccs2)cc1	9%	-80%	-2	-29%	-9	20%
COc1ccccc1NC(=O)COC(=O)c1cnccn1	4%	.	12	10%	21	-3%
CC1=NN(/C(=N\c2nnc(C)s2)Nc2ccccc2)[C@H](c2cccc3ccccc23)S1	-13%	9.3µM*	7	6.6µM*	7	?
CON/C=N/C(=S)Nc1ncc(C(F)(F)F)cc1Cl	6.3µM*	?	2	35%[activator][5.75 µM]	15	?

6 structures already listed, sorted by formula weight, smallest number first.
SMILES	FBPA Giardia inh	Pf growth 96h	CHX counter	Pf growth 48h	Shiga inhibitor	HCV inhibitor
CCOC(=O)NN=C1CCC(c2ccccc2)CC1 (configuration not stated)	1%	?	9.8*	21%	10	10%
CCOC(=O)CSc1nnc(Cc2ccccc2)n1-c1cccc(Cl)c1	.	?	-1	5%	-25	9%
CC(C)N(Cc1nccn1C)C(=O)c1cc(COc2ccc3ncccc3c2)on1	1%	?	1	-1%	-1	?
Cc1ccc(C)c(/C(O)=C2\C(=O)C(=O)N(CCCn3ccnc3)C2c2ccncc2)c1 (configuration not stated)	-25%	-13%	-6	?	6	1%
COC(=O)c1ccccc1-n1cccc1C(=O)NP(=O)(N1CCOCC1)N1CCOCC1	4%	96%[activator]	-4	8%	-7	1%
Cc1ccc(N(CC(=O)N2CCn3c2nc2ccccc23)S(=O)(=O)c2c(C)n[nH]c2C)cc1	-1%	-7%	-2	?	20	22%
